Compound activity deposited in PubChem by several laboratories.
TbHK1 inh = T. brucei hexokinase 1 inhibition; recombinant TbHK1, G6PDH-coupled NADH A340; inhibition, % at 10 µM; hit rate 0.11% among 220,000; AID 1430;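 active means inhibition of 50% or more in the single-dose primary screen; inactive means inhibition below 50%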
RBBP9 inhibitor = blocks human serine hydrolase RBBP9; hit rate 0.2% among 220,000; AID 1515; inhibition, % at 7.94 µM; O75884; recombinant RBBP9, FP-Rh probe fluorescence polarization;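 active means inhibition above the campaign mean of all tested compounds plus 3 SD, cut at about 14% in these data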;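 further: plate controls were DMSO wells with RBBP9 for no effect and wells lacking RBBP9 protein for full effect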
Target sequence (O75884 whole entry, looked up): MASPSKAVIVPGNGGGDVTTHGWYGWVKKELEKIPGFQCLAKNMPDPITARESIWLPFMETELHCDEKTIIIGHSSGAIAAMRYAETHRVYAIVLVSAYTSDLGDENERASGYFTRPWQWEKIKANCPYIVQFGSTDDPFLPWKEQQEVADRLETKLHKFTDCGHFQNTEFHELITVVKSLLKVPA
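Test system – recombinant human RBBP9 · Input – RBBP9 2.5 µM in dispensing solution, pre-mixing · Medium – Tris buffer pH 8.0, NaCl, Pluronic · Schedule – preincubation 30 min plus labeling 45 min at 25 °C · Measured by – fluorescence polarization · Measure – % inhibition · Controls – DMSO and no-protein wells · Replicates – one well per compound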
EP2 antag = blocks the human prostaglandin E2 receptor EP2; C6 glioma cells expressing human EP2, cAMP TR-FRET; cells stimulated with saturating PGE2; hit rate 0.52% among 260,000; AID 1422; inhibition, % at 25 µM; P43116;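 active means percent inhibition above 40 after rounding to a whole number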;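 further: rat C6 glioma host cells with rolipram phosphodiesterase inhibitor present; the protocol text gives 20 µM as final concentration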
Target sequence (P43116 whole entry, looked up): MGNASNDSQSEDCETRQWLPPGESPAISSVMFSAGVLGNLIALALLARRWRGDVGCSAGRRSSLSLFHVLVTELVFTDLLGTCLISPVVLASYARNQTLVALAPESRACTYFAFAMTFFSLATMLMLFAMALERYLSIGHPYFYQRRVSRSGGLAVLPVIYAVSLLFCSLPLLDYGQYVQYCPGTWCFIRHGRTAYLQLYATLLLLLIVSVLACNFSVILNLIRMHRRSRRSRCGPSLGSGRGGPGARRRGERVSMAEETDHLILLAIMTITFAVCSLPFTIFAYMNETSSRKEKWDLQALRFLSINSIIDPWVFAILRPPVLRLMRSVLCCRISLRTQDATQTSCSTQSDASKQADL
PPC-1+TRAIL kill = kills PPC-1 cancer cells in the presence of TRAIL; hit rate 0.41% among 220,000; PPC-1 cells + TRAIL, ATPLite viability luminescence; AID 1443; cell killing (% activity), % at 4 µM;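 active means cell killing above 50% in the first pass at 4 µM, then a duplicate retest at 5 µM averaging 50% or more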;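 further: plate controls were cells with TRAIL plus DMSO for no effect and medium-only wells lacking cells for full effect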
Ba/F3 V617F tox = reduce viability of Ba/F3 cells dependent on JAK2V617F. hit rate 1.1% among 220,000. Ba/F3 EpoR-JAK2V617F viability, ATP luminescence. inhibition, % at 5.6 µM. AID 1446;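 active means inhibition above the campaign mean plus 3 SD over all tested compounds, cut at about 24% in these data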;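 further: cytokine-independent growth of Ba/F3 cells driven by EpoR plus mutant JAK2; 0% = DMSO-treated cells and 100% = JAK inhibitor I control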
Furin inh = inhibitors of human furin; inhibition, % at 30 µM; P09958; purified furin, fluorogenic substrate cleavage; hit rate 0.061% among 220,000; in the data active means inhibition above about 25%; further: inactives centre near -15
p97 inhibitor = human p97 ATPase inhibition; hit rate 0.42% among 220,000; recombinant p97 ATPase, Kinase-Glo ATP luminescence, 3 h; inhibition, % at 8 µM; P55072; in the data active means inhibition above about 15%;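 further: 0% = DMSO vehicle and 100% = wells lacking enzyme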
p47phox inh = inhibitors of human p47phox binding; inhibition, % at 24.7 µM; p47phox/p22phox peptide binding, fluorescence polarization, 2 h; hit rate 0.53% among 220,000; AID 1274;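 active means inhibition above about 30%, limit read from the data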;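 further: 0% = p47phox with labelled peptide and 100% = labelled peptide alone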
Target sequence (P14598 whole entry, looked up): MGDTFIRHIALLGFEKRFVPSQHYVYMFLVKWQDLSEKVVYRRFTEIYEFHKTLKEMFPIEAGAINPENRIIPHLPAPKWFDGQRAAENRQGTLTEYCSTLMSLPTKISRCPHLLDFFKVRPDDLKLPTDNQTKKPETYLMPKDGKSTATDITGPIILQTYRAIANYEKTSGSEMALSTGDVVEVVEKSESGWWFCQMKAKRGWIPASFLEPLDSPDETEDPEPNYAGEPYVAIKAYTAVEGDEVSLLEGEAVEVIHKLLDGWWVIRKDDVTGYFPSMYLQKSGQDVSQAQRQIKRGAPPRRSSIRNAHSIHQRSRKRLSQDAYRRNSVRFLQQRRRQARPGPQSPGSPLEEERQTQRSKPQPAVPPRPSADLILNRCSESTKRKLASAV
BaF3 tox = reduces parental Ba/F3 cell viability, JAK2V617F counter-screen; CellTiter-Glo ATP luminescence; inhibition, % at 5.6 µM; hit rate 1.1% among 220,000;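 active means inhibition above a per-campaign cutoff, the mean inhibition of all tested compounds plus 3 SD, cut at about 27% in these data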;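 further: 0% = DMSO wells and 100% = JAK Inhibitor I control wells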
Starred values were filed as active, the others as inactive; nt = not tested or not shown; & = joins results of further samples; [ ] = remark or other dose. A portion of the library, so the mix of outcomes need not match the whole.

SMILES	TbHK1 inh	RBBP9 inhibitor	EP2 antag	PPC-1+TRAIL kill	Ba/F3 V617F tox	Furin inh	p97 inhibitor	p47phox inh	BaF3 tox
COc1cc2c(cc1NC(=O)C(c1ccccc1)c1ccccc1)CCCC2	0	-2	3	9	1	-13[20 µM]	0	-6	4
COc1ccc(-n2c(=S)[nH]c3cc(C(=O)Nc4cccc(C)c4)ccc3c2=O)cc1	-9	-6	2	3	2	-11	-3	11	0
Cc1ccc(S(=O)(=O)N2CCCCC2)cc1NC(=O)CSc1ncnc2ccccc12	5	1	5	36	-4	-19	3	-39	1
Cc1cccc(C(=O)c2cnc3ccccc3c2-c2ccccc2)c1	2	3	8	3	-2	-2[20 µM]	-2	-1	0
CCC(CC)Nc1ccc(C(CC(N)=O)NC(=O)Cc2ccc(Br)cc2)cc1[N+](=O)[O-] (stereo unspecified)	-13	nt	21	37	nt	-26	nt	0	nt
COC(=O)c1ccccc1NC(=O)C1CCN(S(=O)(=O)c2cc(OC)ccc2OC)CC1	-2	-9	4	16	4	-7[20 µM]	-9	4	3
COc1ccc(CC2(CO)CCN(Cc3ccc4nsnc4c3)CC2)cc1	1	-7	4	-6	0	-23	-1	-6	2
COC(=O)[C@@]1(Cc2ccc(OC)cc2)[C@H]2c3cc(C(=O)N4CCCC4)n(CCO)c3C[C@H]2CN1C(=O)c1ccccc1	0	2	2	20	0	-19	2	-2	7
Cc1cc(C)n(-c2nc3nonc3nc2Nc2cccc(C)c2C)n1	-9	3	nt	8	0	-8[20 µM]	4	-11	8
O=c1c2ccccc2c(-c2ccccc2)nn1Cc1ccc(Cl)cc1	7	-13	8	10	1	-16[20 µM]	-4	-13	2
Cc1cccc(C)c1NC1=NC(=S)N(c2ccc(N(C)C)cc2)C1(C)C	-2	6	nt	24	-6	-15[20 µM]	3	-4	2
COc1ccc(C(=O)N2CCOCC2)cc1S(=O)(=O)N1CCCc2ccccc21	-12	-1	5	18	2	-14	-1	-1	5
COc1cccc(-n2nnc3c(=O)n(Cc4ccc(Br)cc4)cnc32)c1	-3	-1	7	6	-4	-17	6	-9	0
Cc1ccc(S(=O)(=O)NNC(=O)c2cc3cc4ccccc4nc3s2)cc1	-7	-4	10	23	-3	-15[20 µM]	2	-11	-1
Brc1ccc(-c2csc(N3CCc4ccccc4C3)n2)cc1	-10	-5	28	18	-2	-11[20 µM]	9	-12	0
CCOC(=O)N1CCN(S(=O)(=O)c2cc3c(cc2C)NC(=O)CO3)CC1	5	-8	nt	1	4	-2	-2	-1	6
Clc1ccccc1CN(Cc1ccco1)Cc1nnnn1C1CCCC1	7	2	8	-7	-3	-2[20 µM]	-3	1	1
COc1ccc(CCNC(=O)COc2ncnc3ccccc23)cc1OC	3	-10	6	25	-2	-18	2	-21	5
CCOC(=O)c1cc2sccc2n1CC(=O)N1c2ccccc2CC1C (stereo unspecified)	2	-2	10	23	-4	-23	4	-8	0
COc1ccc2c(c1)CCc1c(C(=O)N3CCCC3)noc1-2	-7	-6	9	17	-1	-23	-2	17	-1
COc1ccc(-c2n[nH]c(C)c2-c2ccc(OC)c(OC)c2)c(O)c1	-18	0	22	4	1	-22	4	7	4
Cc1ccc(CNC(=O)CSc2nc3ccsc3c(=O)n2Cc2ccccn2)cc1	0	-5	7	6	2	-12	9	-1	2
COc1ccc(C(=O)NC(=S)Nc2cc(C)ccn2)cc1[N+](=O)[O-]	34	-5	8	-12	3	-6	-4	-5	6
COc1ccccc1Nc1nnc(C)c(=O)[nH]1	-5	-4	3	8	1	-14[20 µM]	6	-16	4
Cc1c(C(=O)OCC(=O)N(C)c2ccccc2)cccc1[N+](=O)[O-]	3	-10	6	11	-3	-25	4	-14	5
Further entries follow:
SMILES	TbHK1 inh	RBBP9 inhibitor	EP2 antag	PPC-1+TRAIL kill	Ba/F3 V617F tox	Furin inh	p97 inhibitor	p47phox inh	BaF3 tox
O=c1c2[nH]c3ccccc3c2ncn1Cc1ccco1	-5	-14	25	-14	0	-27[20 µM]	3	-11	-1
Cn1cc(P(=O)(N2CCOCC2)N2CCOCC2)cc1P(=S)(N1CCOCC1)N1CCOCC1	12	-9	6	36	3	-7	-8	0	3
Cc1ccc(C(=O)NC(=C(Cl)Cl)S(=O)(=O)c2ccccc2)cc1	34	-7	10	-2	3	-7	14	4	-2
O=C(c1cnn2c(C(F)F)cc(-c3ccccc3)nc12)N1CCc2ccccc2C1	-6	-4	6&6	-2	0	-31	0	-15	8
COc1ccc(N(C(=O)C(C)C)S(=O)(=O)c2ccc(Cl)cc2)cc1	0	-6	11	-17	-3	-18[20 µM]	2	-10	1
COc1cccc(-n2c(SCC(=O)N3CCOCC3)nc3c([nH]c4ccccc43)c2=O)c1	-1	3	8	nt	-2	-16[20 µM]	4	nt	3
O=C1/C(=C\c2cccs2)Sc2ccc3ccccc3c21	-2	-14	11	12	4	-16	1	-44	8
Cc1cc(NC(=O)c2ccc(Cl)cc2)no1	1	1	6	20	3	-12[20 µM]	-4	48*	1
O=C(COC(=O)c1ccncc1)Nc1cc(Cl)ccc1Cl	1	-2	9	33	45*	-4[20 µM]	-1	0	4
COc1cccc(CC(=O)NCC2(N3CCCCC3)CCCCC2)c1	2	-3	16	20	-1	-24	3	-18	2
COc1cc(/C=N/NC(=O)c2ccc(O)cc2)ccc1OCC(=O)N1CC(C)OC(C)C1 (stereo unspecified)	-32	-7	4	21	-3	-16	5	-7	-3
COc1ccc2cc(S(=O)(=O)N3CCCCCC3)ccc2c1	4	-1	7	24	0	-19	-3	1	4
COc1cccc(NC(=O)c2ccccc2NS(C)(=O)=O)c1	-4	-2	5	12	1	-33[20 µM]	5	-20	6
O=S(=O)(c1ccc(NC(=S)NN=C(C2CC2)C2CC2)cc1)N1CCOCC1	-11	-10	7	2	-3	-10	7	-21	-2
COc1cc(/C=C2\C(=O)N(c3ccccc3)N=C2C)ccc1Oc1ccc([N+](=O)[O-])cc1[N+](=O)[O-]	-2	-7	6	-3	2	-6	18*	3	4
Cc1ccc(Nc2nc(C)c3c(n2)CC(C)CC3=O)c(C)c1 (stereo unspecified)	-19	0	11	0	-6	-8	3	3	0
O=C(O)c1cccc(-c2ccc(/C=N/Nc3ccc([N+](=O)[O-])cc3)o2)c1	-31	12	25	10	-4	8	9	-26	1
Cc1cccc(CCNS(=O)(=O)c2ccc3c(c2)oc(=O)n3C)c1	6	6	1	17	-3	-28	-1	-9	9
Cc1cc(NC(=O)CCCOc2ccc(Cl)cc2Cl)no1	-4	-5	20	19	1	-22	-2	-6	6
C#CC[N+]1(CC#Cc2ccc(C#CC[N+]3(CC#C)CCOCC3)cc2)CCOCC1	-5	-12	9	9	3	-16[20 µM]	-2	-3	9
O=C(COC(=O)c1ccccn1)Nc1ccc(S(=O)(=O)N2CCOCC2)cc1	8	0	9	-1	-1	-7[20 µM]	6	-8	7
COc1ccc(-c2nc(=S)[nH][nH]2)cc1	1	-10	8	-10	-2	-12	5	4	2
Cc1cc(C)c(-c2csc(Cc3nc(-c4cc5ccccc5oc4=O)cs3)n2)cc1C	-8	-1	4	2	0	-10	4	-46	4
COc1ccc(CCNC(=O)c2ccc(Cl)cc2Cl)cc1	22	-6	11	7	-2	-19[20 µM]	-2	-11	2
CC(C)CN1CCNC(=O)C1CC(=O)N(C)CC1CCOCC1 (stereo unspecified)	-4	11	12	9	-1	-8	4	5	2

An excerpt from further up:
SMILES	TbHK1 inh	RBBP9 inhibitor	EP2 antag	PPC-1+TRAIL kill	Ba/F3 V617F tox	Furin inh	p97 inhibitor	p47phox inh	BaF3 tox
Cn1cc(P(=O)(N2CCOCC2)N2CCOCC2)cc1P(=S)(N1CCOCC1)N1CCOCC1	12	-9	6	36	3	-7	-8	0	3
Cc1ccc(C(=O)NC(=C(Cl)Cl)S(=O)(=O)c2ccccc2)cc1	34	-7	10	-2	3	-7	14	4	-2
O=C(c1cnn2c(C(F)F)cc(-c3ccccc3)nc12)N1CCc2ccccc2C1	-6	-4	6&6	-2	0	-31	0	-15	8
COc1ccc(N(C(=O)C(C)C)S(=O)(=O)c2ccc(Cl)cc2)cc1	0	-6	11	-17	-3	-18[20 µM]	2	-10	1
COc1cccc(-n2c(SCC(=O)N3CCOCC3)nc3c([nH]c4ccccc43)c2=O)c1	-1	3	8	nt	-2	-16[20 µM]	4	nt	3
O=C1/C(=C\c2cccs2)Sc2ccc3ccccc3c21	-2	-14	11	12	4	-16	1	-44	8
Cc1cc(NC(=O)c2ccc(Cl)cc2)no1	1	1	6	20	3	-12[20 µM]	-4	48*	1

(further entries)
SMILES	TbHK1 inh	RBBP9 inhibitor	EP2 antag	PPC-1+TRAIL kill	Ba/F3 V617F tox	Furin inh	p97 inhibitor	p47phox inh	BaF3 tox
Cc1onc(-c2c(Cl)cccc2Cl)c1NC(=O)NNc1c(Cl)cncc1Cl	-12	-2	11	1	-3	-5	-1	-7	1
CN(C)CCCN(C(=O)COc1ccc(Cl)cc1)c1nc2c(F)cccc2s1	10	-6	3	21	2	-11	0	-15	3
CCOC(=O)c1ccccc1NC(=O)COc1ccccc1	-6	-3	8	12	0	-29[20 µM]	-7	-12	2
COc1cc(/C=C(\C#N)c2nc3ccccc3o2)ccc1O	22	-6	6	20	-4	-7	4	-74	0
CCN=C(Nc1cccc(F)c1)SC1CC(=O)N(c2ccc(OC)cc2)C1=O (stereo unspecified)	0	-4	13	7	-1	-27	4	-14	1
CCN(CC)CCNC(=O)c1ccc(NC(=O)c2c(F)cccc2Cl)cc1	0	-6	3	21	6	-11	-1	-25	6
Cn1c(C(=O)NC2CC2)cc2c(=O)n(C)c3ccccc3c21	0	-3	12	31	-1	-12	1	-7	2
Cn1cccc1C(=O)OCC(=O)Nc1ccc2c(c1)OCO2	5	0	-2	7	2	-14	4	-2	4
COC(=O)c1[nH]c2ccc(C)cc2c1NC(=O)CN1CCN(c2ccc(F)cc2)CC1	-8	-1	11	27	-1	-28	0	-2	2
CCOC(=O)c1oc2ccc(Cl)cc2c1NC(C)=O	8	-2	5	10	3	4	-1	6	12
O=C(Oc1cccnc1)c1ccc(Cl)cc1	2	-2	8	6	6	-14	-2	-11	6
CC(C)OC(=O)c1cccc(C(=O)OCc2ccco2)n1	5	-10	nt	4	5	-15	-6	-4	4
Cc1ccc(Nc2nc(C(=O)NCC3CCCO3)cs2)cc1 (stereo unspecified)	-1	1	5	16	3	-7	-4	-6	0

Entries of single compounds, looked up by structure. Values in the order: TbHK1 inh, RBBP9 inhibitor, EP2 antag, PPC-1+TRAIL kill, Ba/F3 V617F tox, Furin inh, p97 inhibitor, p47phox inh, BaF3 tox
CCOC(=O)c1oc2ccc(Cl)cc2c1NC(C)=O is listed with 8, -2, 5, 10, 3, 4, -1, 6, 12
Cc1onc(-c2c(Cl)cccc2Cl)c1NC(=O)NNc1c(Cl)cncc1Cl is listed with -12, -2, 11, 1, -3, -5, -1, -7, 1
COC(=O)c1[nH]c2ccc(C)cc2c1NC(=O)CN1CCN(c2ccc(F)cc2)CC1 is listed with -8, -1, 11, 27, -1, -28, 0, -2, 2
Cn1cccc1C(=O)OCC(=O)Nc1ccc2c(c1)OCO2 is listed with 5, 0, -2, 7, 2, -14, 4, -2, 4
CCN(CC)CCNC(=O)c1ccc(NC(=O)c2c(F)cccc2Cl)cc1 is listed with 0, -6, 3, 21, 6, -11, -1, -25, 6
